Screening data: PubChem, several laboratories
Peg3 prom inh – Peg3 promoter-driven luciferase inhibitors, primary screen, cell-based, HeLa, luciferase luminescence | HeLa PEG-Prom luciferase reporter, overnight | inhibition, % at 20 µM | 360,000 compounds, 1.7% hits | AID 588405, 2011;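 active = inhibition of at least 50% at 20 µM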
Shn3 3UTR inh – reduction of Shn3 3'UTR firefly luciferase signal, primary screen, Schnurri-3 inhibitor project, cell-based, Clone20 osteoblasts, set 2; Clone20 osteoblast Shn3 3'UTR firefly luciferase, 24 h; inhibition, % at 12.5 µM; 360,000 compounds, 0.52% hits; AID 588674, 2011;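 active = mean inhibition of at least 75% with every replicate also reaching 75%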;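 also: 0% = median of neutral control wells and 100% = pilot-screen positive control compound; some compounds past the cut are filed as inactive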
NR2E3 ag-1 – inhibitors of NR2E3-RetCOR corepressor binding, primary screen, NR2E3 agonist project, biochemical, TR-FRET, GST-NR2E3, biotin-RetCOR; Photoreceptor-specific nuclear receptor (Homo sapiens), Q9Y5X4; 1536-well; inhibition of corepressor binding, % at 4.78 µM; 320,000 compounds, 0.12% hits; AID 2300, 2010;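 active = percent inhibition above the cutoff of mean plus 3 SD of all tested compounds, set per screening campaign, cut at about 20% in these data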;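 also: 0% = DMSO wells and 100% = biotin wells as full block of FRET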
Target sequence (Q9Y5X4 whole entry, looked up): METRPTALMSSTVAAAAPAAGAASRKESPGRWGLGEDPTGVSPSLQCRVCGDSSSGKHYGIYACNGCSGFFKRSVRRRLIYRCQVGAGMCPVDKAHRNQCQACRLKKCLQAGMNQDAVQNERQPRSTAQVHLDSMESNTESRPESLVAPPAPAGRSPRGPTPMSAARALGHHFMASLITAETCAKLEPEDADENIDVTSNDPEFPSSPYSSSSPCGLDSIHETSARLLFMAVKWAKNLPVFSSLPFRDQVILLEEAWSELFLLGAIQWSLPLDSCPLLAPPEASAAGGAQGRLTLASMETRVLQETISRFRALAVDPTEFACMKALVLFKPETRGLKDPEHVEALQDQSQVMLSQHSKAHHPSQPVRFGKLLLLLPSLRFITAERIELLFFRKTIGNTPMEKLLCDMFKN
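Test system: GST-NR2E3 and biotin-RetCOR proteins | Quantity: 1.35 nM GST-tagged NR2E3 final | Medium: Tris pH 7.5 | Also added: 7 nM biotin-RetCOR | Dosing: Compound at 4.8 µM, single dose | Timing: 5 h at 4 °C | Detection: Time-resolved FRET | Read-out basis: Percent inhibition | Benchmarks: Biotin wells as high control, 0.6% DMSO wells as low control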
iPSC survival up – enhancers of single-cell hiPSC survival, primary screen, ATPlite luminescence; 100% = ROCK inhibitor wells, 0% = DMSO; survival enhancement, % at 20 µM; 360,000 compounds, 0.044% hits; in the data active = survival enhancement above about 18%;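 also: cells exposed to compounds for 16 hours before the ATP read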
C8 TRAIL sens – viability loss with TRAIL in NB7+C8 cells, primary screen, TRAIL sensitizer project, cell-based, ATPlite luminescence | 360,000 compounds, 1% hits | AID 624354, 2012 | inhibition (viability loss, TRAIL sensitization), % at 10 µM;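 active = compounds causing at least 50% loss of cell viability in the single-dose screen, relative to plate controls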
EBV LMP1 NFkB – EBV LMP1-driven NF-kappaB luciferase reporter inhibitors, primary screen, cell-based, luminescence, single point. LMP1-induced NF-kappaB luciferase reporter cells. inhibition, % at 12.5 µM. 350,000 compounds, 0.69% hits; in the data active = inhibition above about 41%;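 also: 0% = neutral control wells and 100% = reference inhibitor control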
MITF TRPM1 inh – inhibitors of MITF-dependent TRPM1 promoter reporter, primary screen, cell-based, SK-MEL-5, single point, luciferase; SK-MEL-5 TRPM1 promoter luciferase, 24 h; inhibition, % at 12.5 µM; 330,000 compounds, 0.83% hits;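 active = mean inhibition across replicates of 60% or more, whatever share of single replicates reaches that level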; also: values of inactives mirror those of a sister screen read the other way
NR2E3 ag-2 – NR2E3 agonists in two-hybrid cells, primary screen, cell-based, luminescence, CHO-S, Gal4-NCOR/VP16-NR2E3; Photoreceptor-specific nuclear receptor (Homo sapiens), Q9Y5X4; luciferase; inhibition of corepressor binding, % at 3.98 µM; 360,000 compounds, 0.35% hits; AID 602229, 2012;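 active = inhibition above the mean of all tested compounds plus 3 SD, cut at about 70% in these data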;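 also: 0% = DMSO with NR2E3 transfected cells and 100% = cells lacking NR2E3 construct; higher means lower luciferase signal from less NR2E3 corepressor binding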
HIF-2a inh – HIF-2a reporter inhibitors, primary screen, luminescence, 786-0 RCC cells; AID 624352, 2012; inhibition, % at 18.8 µM; 360,000 compounds, 0.72% hits; 786-0 RCC cells HIF-2a reporter, luciferase luminescence, overnight;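 active = inhibition of the luminescence signal of 40% or more relative to plate controls, in a single-dose primary screen at 18.75 µM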
KKLEB tox – cytotoxicity in KKLEB CF airway cells, primary screen, cytotoxicity control for CF NF-kB inhibitor project, cell-based, uHTS, fluorescence assay plates. KKLEB CF airway cells viability, ATPlite luminescence, overnight; active compounds read low; cells stimulated with P. aeruginosa culture filtrate. activity change (cytotoxicity), % at 5 µM. 360,000 compounds, 0.36% hits. AID 602141, 2011;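 active = corrected activity change at or below -50% at 5 µM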
CF NFkB block – inhibitors of PAF-induced NF-kB signaling, primary screen, cell-based, GFP fluorescence, uHTS. 360,000 compounds, 0.86% hits. KKLEB NF-kB-GFP reporter, GFP fluorescence overnight. inhibition, % at 5 µM. AID 588850, 2011;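 active = at least 50% inhibition at 5 µM, scaled per plate between neutral and stimulator controls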;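 also: PAF is a Pseudomonas aeruginosa culture filtrate used as stimulus; plate controls were PAF-stimulated DMSO wells for no effect and unstimulated DMSO wells for full effect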
Numbers without * were called inactive; . = no result given. Not all compounds are listed (hit frequency here may not be typical).

Sequence of screens: Peg3 prom inh	Shn3 3UTR inh	NR2E3 ag-1	iPSC survival up	C8 TRAIL sens	EBV LMP1 NFkB	MITF TRPM1 inh	NR2E3 ag-2	HIF-2a inh	KKLEB tox	CF NFkB block
- O=C(COc1ccc(Br)cc1)Nc1ccc(Cc2ccncc2)cc1
→ 13	-2	-3	1.6	0	0	3	-13	10	1	9
- CCn1ncc(Br)c1C(=O)N(C)C12CC3CC(CC(C3)C1)C2
→ 3	-6	-5	-0.2	-3	7	9	-18	7	-9	-1
- CC(C)c1c(C(=O)N/N=C/c2cccc(OCc3ccc(F)cc3)c2)nnn1-c1nonc1N
→ -16	5	-4	-0.3	-2	-3	3	-21	-84	-5	5
- CC1Cc2cc(S(=O)(=O)CCC(=O)N3CCN(c4ccccc4)CC3)ccc2N1C(=O)C1CC1 (configuration not stated)
→ 5	13	-3	0.1	-7	6	15	0	0	-12	22
- COc1cccc(OC)c1NC(=O)C1CCCN1C(=O)Nc1ccccc1F (configuration not stated)
→ 8	-9	.	0.6	-3	-5	3	-40	5	1	9
- Cc1ccc(CNC(=O)c2ccccc2NS(=O)(=O)c2ccc(Cl)nc2)cc1
→ 24	10	2	-0.1	12	4	-4	23	-38	16	29
- COc1ccc(NC(=O)CSc2nnc(CN3CCOCC3)n2C)cc1Cl
→ 7	-6	3	-0.5	5	5	6	-5	-2	2	-11
- COc1ccc(C(=O)NCC(c2cccs2)N2CCc3ccccc32)cc1OC (configuration not stated)
→ 30	19	1	-0.4	14	15	15	-8	29	-4	4
- COc1ccc(C)cc1Nc1n[n+](-c2ccccc2)c(-c2ccc(SC)cc2)s1
→ -45	-21	-2	-1.1	31	-2	-3	-48	-314	-4	-11
- Cc1ccc(C)c(S(=O)(=O)N2CCN(C(=O)CN3C(=O)NC(C)(C)C3=O)CC2)c1
→ 11	-6	1	-0.1	13	4	13	-7	13	-3	10
- COc1ccc(C(=O)OCC(=O)N2CCc3ccccc32)cc1S(=O)(=O)N1CCOCC1
→ -1	-8	.	-0.5	3	-2	2	-65	1	14	-15
- CCCNC(=O)c1cc(C2CCCN(C(=O)c3ccccc3)C2)on1 (configuration not stated)
→ -1	-23	.	4.5	-5	.	.	17	-29	-8	12
- FC(F)(F)c1cccc(N2CCN(Cc3ccoc3)CC2)c1
→ -3	-2	0	-1.9	-12	-38	-18	-12	-41	-4	22
- COc1ccc(-c2ccc(SCC(=O)N3c4ccccc4CC3C)nn2)cc1OC (configuration not stated)
→ -58	-36	3	4.3	32	-3	-35	-25	-222	-20	6
- NC(=O)C[n+]1cccc(/C=N/O)c1
→ -3	-5	2	0.6	-1	1	18	-15	8	-2	9

3 of the compounds above, with bars between the fields:
structure | Peg3 prom inh | Shn3 3UTR inh | NR2E3 ag-1 | iPSC survival up | C8 TRAIL sens | EBV LMP1 NFkB | MITF TRPM1 inh | NR2E3 ag-2 | HIF-2a inh | KKLEB tox | CF NFkB block
Cc1ccc(CNC(=O)c2ccccc2NS(=O)(=O)c2ccc(Cl)nc2)cc1 | 24 | 10 | 2 | -0.1 | 12 | 4 | -4 | 23 | -38 | 16 | 29
COc1ccc(NC(=O)CSc2nnc(CN3CCOCC3)n2C)cc1Cl | 7 | -6 | 3 | -0.5 | 5 | 5 | 6 | -5 | -2 | 2 | -11
COc1ccc(C(=O)NCC(c2cccs2)N2CCc3ccccc32)cc1OC (configuration not stated) | 30 | 19 | 1 | -0.4 | 14 | 15 | 15 | -8 | 29 | -4 | 4

The results go on:
Sequence of screens: Peg3 prom inh	Shn3 3UTR inh	NR2E3 ag-1	iPSC survival up	C8 TRAIL sens	EBV LMP1 NFkB	MITF TRPM1 inh	NR2E3 ag-2	HIF-2a inh	KKLEB tox	CF NFkB block
- Cc1ccc(C2=CC(c3ccccc3)n3ncnc3N2)c(C)c1 (configuration not stated)
→ -79	15	6	-1.3	-7	8	-3	2	-6	-2	-12
- COc1ccc(NC(=O)CCCNS(=O)(=O)c2cccs2)cc1
→ -2	11	0	-1.3	14	3	0	-27	3	9	-6
- O=C(c1ccco1)N1CCN(CCOc2ccccc2)CC1
→ 0	-12	0	-0.2	-11	-1	-5	-3	-1	1	0
- COC(=O)c1c(C(=O)c2ccc(Br)cc2)n(C)c2ccccc12
→ 3	20	6	0.2	19	-2	.	-11	20	0	-1
- O=C(O)CCCn1ccc2cc(S(=O)(=O)N3CCCC3)ccc21
→ 12	-8	-4	0.1	-11	-3	7	-14	14	2	-5
- NC(=O)CC(NC(=O)Cc1cccc2ccccc12)c1ccc(NCCN2CCCC2)c([N+](=O)[O-])c1 (configuration not stated)
→ 2	-6	4	-1.1	-16	6	-1	3	3	-9	24
- Cc1noc2ncnc(Sc3ccc(Br)cc3)c12
→ 99*	44	0	-3.1	-2	8	-17	-1	0	-5	29
- Cc1ccc(CNC(=O)C2CCCN2C(=O)Nc2ccc(C)cc2)cc1 (configuration not stated)
→ 13	-1	-4	-0.5	4	-2	-6	-2	6	0	3
- COc1cccc(NC(=O)CN(C)C(=O)Cc2ccc3c(c2)CCC3)c1
→ 0	-10	-3	-2.7	9	-1	-1	11	18	2	8
- CSc1nc(N2CCOCC2)c2c(c1C#N)CCCCC2
→ 9	4	0	-2.1	-2	1	3	-29	29	-7	24
- COc1ccc(Cn2c(=N)c(C(=O)NCC3CCCO3)cc3c(=O)n4ccccc4nc32)cc1 (configuration not stated)
→ -17	7	2	-1.0	-2	6	-2	6	-34	2	-9
- O=C(CC1CCCC1)N1CCN(S(=O)(=O)c2cccc(F)c2)CC1
→ 3	12	.	-0.1	-10	-17	0	-14	8	6	13
- CCN(Cc1ccccc1)C(=S)Nc1cc(C(=O)OC)ccc1C(=O)OC
→ 9	-19	0	-2.0	13	-2	6	-25	4	-9	-11
- CCC(C)(C)n1nnnc1C(c1ccc(C)cc1)N1CCN(C(=O)c2ccco2)CC1 (configuration not stated)
→ 18	-3	1	-0.2	-17	1	-1	-2	-5	8	-15
- O=[N+]([O-])c1cccc(C2=NCCC(c3ccccc3)O2)c1 (configuration not stated)
→ -26	-17	0	-0.4	2	7	.	5	-31	-10	-12
- O=C(COC(=O)c1cc[n+]([O-])cc1)Nc1ccc([N+](=O)[O-])cc1C(F)(F)F
→ 7	4	.	-0.4	8	3	5	21	4	15	-2
- O=C(Oc1ccccc1)c1ccc2c(c1)C(=O)N(Cc1ccncc1)C2=O
→ 7	-1	2	-0.8	-7	5	-11	-11	13	-5	8
- CCOc1cccc(C(=O)NC2CCCCC2)c1
→ -125	-51	1	-0.9	19	-15	-53	-73	-180	0	2
- CCCCN(CC)CCNC(=O)c1cc2cc3ccc(Cl)cc3nc2o1
→ 14	-1	-2	-0.2	2	-14	-33	1	0	-1	-19
- NS(=O)(=O)c1ccc(CCNC(=O)CCC(=O)c2cccs2)cc1
→ -99	10	1	-0.2	-30	1	8	-31	15	13	-6
- Cc1ccc(OCC(=O)Nc2ccc(C)c(S(=O)(=O)N3CCCCC3)c2)c([N+](=O)[O-])n1
→ 22	26	-1	-0.6	6	7	2	18	6	10	-16
- CN1CCN(CCC(=O)N/N=C/C=C2\N(C)c3ccccc3C2(C)C)CC1
→ 4	16	-4	-0.1	-3	8	-9	-13	5	2	-8
- CCCNS(=O)(=O)c1cccc(C(=O)NNC(=O)c2cc(C)oc2C)c1
→ -7	6	-5	0.1	3	-7	6	-23	4	4	-10
- CCOC(=O)Cn1c(O)c(N=NC(=O)OC)c2ccccc21
→ 15	9	0	-0.6	-1	4	-5	-11	23	15	-17
- Cc1ccsc1C(=O)N(C)CC(=O)N(CC(C)C)c1c(N)n(CC(C)C)c(=O)[nH]c1=O
→ -9	-3	-2	0.3	-1	7	3	10	-10	-13	14
- COc1ccc(C(=O)C2CCCN(C(=O)CCNC(C)=O)C2)cc1OC (configuration not stated)
→ -8	-16	0	0.3	-6	-9	-2	-42	6	-10	5
- CN(C)C=Nc1nonc1-c1ccccc1
→ -27	-15	-4	-0.5	6	1	10	-14	-5	0	-5
- Cc1ccc(S(=O)(=O)N2CCOCC2)cc1C(=O)NCc1cccnc1
→ 5	-14	2	0.4	-7	-3	-4	-4	17	-4	-4
- CCCCC1=CC2=CC(=O)C(C)(OC(=O)CC)C(=O)C2=CN1CCc1ccc(Br)cc1 (configuration not stated)
→ 1	-26	5	0.0	7	12	-33	-26	-1	-8	41
- Cc1ccsc1S(=O)(=O)N1CCC(CO)(CC2CCCCO2)CC1 (configuration not stated)
→ 9	-2	1	-1.7	4	-1	-2	14	18	2	5
- NCCC(=O)N1c2ccccc2Sc2ccccc21
→ 17	-2	0	-0.1	-17	-15	-3	4	20	8	-2
- CCOC(=O)c1cc(NC(=O)CN2CCCC2)cc(C(=O)OCC)c1
→ 9	5	4	-0.2	-7	-2	3	6	6	-12	-5
- COc1ccc(S(=O)(=O)N2CCC3(CC2)CC(=O)c2ccccc2O3)cc1OC
→ -9	-7	2	0.0	4	-17	3	4	2	-4	12

Arranged by length of the SMILES (smallest number first): 4 of the compounds above
Sequence of screens: Peg3 prom inh	Shn3 3UTR inh	NR2E3 ag-1	iPSC survival up	C8 TRAIL sens	EBV LMP1 NFkB	MITF TRPM1 inh	NR2E3 ag-2	HIF-2a inh	KKLEB tox	CF NFkB block
- CCn1ncc(Br)c1C(=O)N(C)C12CC3CC(CC(C3)C1)C2
→ 3	-6	-5	-0.2	-3	7	9	-18	7	-9	-1
- CCCNS(=O)(=O)c1cccc(C(=O)NNC(=O)c2cc(C)oc2C)c1
→ -7	6	-5	0.1	3	-7	6	-23	4	4	-10
- COc1ccc(S(=O)(=O)N2CCC3(CC2)CC(=O)c2ccccc2O3)cc1OC
→ -9	-7	2	0.0	4	-17	3	4	2	-4	12
- Cc1ccc(C)c(S(=O)(=O)N2CCN(C(=O)CN3C(=O)NC(C)(C)C3=O)CC2)c1
→ 11	-6	1	-0.1	13	4	13	-7	13	-3	10

Entries shown so far with a CF3 group:
Sequence of screens: Peg3 prom inh	Shn3 3UTR inh	NR2E3 ag-1	iPSC survival up	C8 TRAIL sens	EBV LMP1 NFkB	MITF TRPM1 inh	NR2E3 ag-2	HIF-2a inh	KKLEB tox	CF NFkB block
- FC(F)(F)c1cccc(N2CCN(Cc3ccoc3)CC2)c1
→ -3	-2	0	-1.9	-12	-38	-18	-12	-41	-4	22
- O=C(COC(=O)c1cc[n+]([O-])cc1)Nc1ccc([N+](=O)[O-])cc1C(F)(F)F
→ 7	4	.	-0.4	8	3	5	21	4	15	-2
